PLK1 PBD block: blocks phosphopeptide binding to human PLK1 polo-box domain | AID 720504 | Plk1 PBD binding of FITC phosphopeptide, fluorescence polarization | Potency, µM, without a hit: max response, negative = inhibition, usual class: inhibitors | P53350 | 360,000 tested, 2.8% active; further: potency means the concentration at half of the fitted maximal effect; series mostly up to about 57 µM; on the % scale 0 is the no-effect control and ±100 the full control effect; nearly all actives have a fitted effect of over 65% in size
Target sequence (P53350 whole entry, looked up, the tested form may be a part): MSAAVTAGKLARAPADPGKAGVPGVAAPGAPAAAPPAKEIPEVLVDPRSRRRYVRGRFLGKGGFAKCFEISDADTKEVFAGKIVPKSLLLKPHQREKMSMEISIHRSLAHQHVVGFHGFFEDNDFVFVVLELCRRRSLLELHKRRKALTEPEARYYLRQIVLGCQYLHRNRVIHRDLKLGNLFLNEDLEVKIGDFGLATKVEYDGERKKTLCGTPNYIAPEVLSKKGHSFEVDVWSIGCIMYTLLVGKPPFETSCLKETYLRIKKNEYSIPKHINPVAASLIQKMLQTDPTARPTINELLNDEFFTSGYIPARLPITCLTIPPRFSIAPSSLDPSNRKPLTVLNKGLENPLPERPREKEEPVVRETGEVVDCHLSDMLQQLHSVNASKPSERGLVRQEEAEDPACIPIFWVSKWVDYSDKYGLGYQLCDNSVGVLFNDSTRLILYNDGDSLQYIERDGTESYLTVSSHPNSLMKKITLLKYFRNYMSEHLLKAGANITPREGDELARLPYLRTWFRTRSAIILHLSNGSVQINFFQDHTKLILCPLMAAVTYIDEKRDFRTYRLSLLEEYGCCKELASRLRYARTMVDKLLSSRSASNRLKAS
Mm-Cpn inhibitor: inhibitors of Methanococcus maripaludis chaperonin (MmCpn); purified Mm-Cpn ATPase, ADP Transcreener TR-FRET; Potency, µM (top dose mostly 76.9 µM), inactives show at the top dose activity, negative = inhibition, usual class: inhibitors; 330,000 tested, 0.031% active; further: potency means the concentration at half of the fitted maximal effect; on the % scale 0 is the no-effect control and ±100 the full control effect; nearly all actives have a fitted effect of over 80% in size
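ATP (10 uM final) was added to archaeal chaperonin (25 nM final) after 10 min exposure to test compound at 37°C; after 30 min further incubation, ADP was detected by competitive TR-FRET.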
PI5P4K alpha inh: PI5P4K alpha (human) kinase inhibition | max response, % | PI5P4Kalpha enzyme, ADP-Glo luminescence, 60 min; hits give low values | 330,000 tested, 1.2% active | P48426; active means max response of -50% or lower; inconclusive means between -30% and -50%; inactive means -30% or higher; further: value at the top dose of about 77 µM; on the % scale 0 is the no-effect control and ±100 the full control effect
Target sequence (P48426 whole entry, looked up): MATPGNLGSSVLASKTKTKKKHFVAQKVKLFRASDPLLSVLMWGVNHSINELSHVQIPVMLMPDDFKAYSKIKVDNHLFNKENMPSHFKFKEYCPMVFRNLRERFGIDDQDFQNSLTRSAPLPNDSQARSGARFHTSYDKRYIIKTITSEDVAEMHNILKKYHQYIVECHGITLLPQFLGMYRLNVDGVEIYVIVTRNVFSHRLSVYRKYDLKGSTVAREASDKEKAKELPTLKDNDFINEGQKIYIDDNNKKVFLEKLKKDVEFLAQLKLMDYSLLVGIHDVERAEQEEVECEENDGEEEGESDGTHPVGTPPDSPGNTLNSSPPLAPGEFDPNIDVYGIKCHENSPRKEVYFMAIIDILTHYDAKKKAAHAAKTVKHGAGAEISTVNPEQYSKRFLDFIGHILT
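Single end-point luminescence (ADP-Glo) quantified ADP from PI5P4Kalpha turnover; ATP 5 microM final, 1 h at RT, 0.1% CHAPS and 0.28 mM EGTA in HEPES pH 7.4.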
EPAC1 antagonist: EPAC1 (human) antagonism | EPAC1 GEF assay, Rap1b-BODIPY-GDP exchange fluorescence | O95398 | 360,000 tested, 0.14% active | Potency, µM (doses to about 115 µM), for inactives: top-dose activity change, negative = inhibition, usual class: inhibitors;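 further: potency means the concentration at half of the fitted maximal effect; plate controls were vehicle for no effect and positive control for full effect; nearly all actives have a fitted effect of over 50% in size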
CCT chaperon mod: modulators of cytosolic chaperonin (CCT/TRiC) activity; purified chaperonin ATPase assay, HTRF ADP detection, 30 min; activity change, % (concentration not given with the values), hits read low; 360,000 tested, 0.3% active; AID 651819; in the data active means activity change below about -30%; further: on the % scale 0 is the no-effect control and ±100 the full control effect
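Nucleotide hydrolysis assay: TRiC at 20–40 nM final (set by batch activity) with 10 uM ATP, 30 min at 37 °C, in presence of 76 uM compound. Detection by competitive ADP HTRF, 30 min ambient.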
EPAC1 ag: EPAC1 (human) agonism; EPAC1 agonist qHTS, biochemical assay; response scale: 100% = response to 6.5 mM cAMP; Potency, µM (doses to about 154 µM), inactives show top-dose activation, usual class: activators; 360,000 tested, 0.073% active; AID 720707; further: potency means the concentration at half of the fitted maximal effect; nearly all actives have a fitted effect of over 60% in size
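Multi-concentration qHTS readout: loss of Rap1B-bound BODIPY-GDP fluorescence driven by 100 nM EPAC1 with excess GDP (50 uM), monitored kinetically at room temperature; agonist response expressed relative to 6.5 mM cAMP.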
WRN helicase inh: WRN helicase (human) inhibition; Q14191; WRN helicase unwinding, fluorescent forked duplex, kinetic; Potency, µM (doses to about 114 µM), for the others: top-dose activity change, negative = inhibition, usual class: inhibitors; 360,000 tested, 0.46% active; further: potency means the concentration at half of the fitted maximal effect; on the % scale 0 is the no-effect control and ±100 the full control effect; nearly all actives have a fitted effect of over 55% in size
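Kinetic red-fluorescence monitoring (525/598 nm) tracks WRN helicase activity after 100 nM fluorophore-quencher forked duplex and 2 mM ATP are added to 20 nM enzyme pretreated 15 min at room temperature with compound.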
EPAC2 antagonist: antagonists of human EPAC2; EPAC2 GEF exchange of Rap1B-BODIPY-GDP, fluorescence; 360,000 tested, 0.18% active; Potency, µM (titrated, usually from 114 µM), inactives show top-dose activity, negative = inhibition, usual class: inhibitors; Q8WZA2; further: potency means the concentration at half of the fitted maximal effect; on the % scale 0 is the no-effect control and ±100 the full control effect; nearly all actives have a fitted effect of over 45% in size; many of its hits are not listed in these tables
The depositor's hits bear a star; ? = inconclusive; nt = not tested or not shown; [ ] = another dose, or the depositor's remark. Unless noted, the call rests on the fitted dose curve; in most records, active means well fitted curve in the direction sought with a large enough effect; inconclusive means small, poorly fitted or top-dose-only effect, or another doubt; inactive means no such curve, though single readings can be large; an effect the other way counts as inactive or inconclusive. The list is partial; count on the stated rates, not on these rows.

PLK1 PBD block	structure	Mm-Cpn inhibitor	PI5P4K alpha inh	EPAC1 antagonist	CCT chaperon mod	EPAC1 ag	WRN helicase inh	EPAC2 antagonist
4%	COc1ccccc1NC(=O)CN(Cc1ccco1)C(=O)c1ccc(=O)[nH]c1	0%	1	-3%	0.1	1%	2%	10%
-7%	Cc1cc(C(=O)CSc2nc(N)cc(=O)[nH]2)c(C)n1CCc1ccc(F)cc1	1%	-3	0%	-2.0	2%	5%	2%
-8%	NC(=O)C1CCN(C(=O)c2ccc(NS(=O)(=O)c3ccc(Br)s3)cc2)CC1	0%	-1	-15%	-1.5	3%	-10%	-14%
21µM*	Fc1ccc(-c2nn3c(C4COc5ccccc5O4)nnc3s2)cc1 (centres undefined)	0%	nt	7%	0.3	10%	-3%	2%
-7%	CC(C)c1nnc2c(N(C)S(=O)(=O)c3ccccc3)nc3ccccc3n12	-1%	-1	-9%	0.1	8%	0%	4%
-21%	COc1cccc(-c2cnc3c(NC=O)cc(-c4ccncc4)cn23)c1	nt	-24	-7%	-5.0	-1%	-16%	3%
-2%	O=C(NC1CCCC1)C1C2C=CC3(CN(Cc4cccs4)C(=O)C13)O2 (centres undefined)	-1%	-3	6%	-0.2	11%	-2%	15%
2%	O=C(CNc1ccc(Br)cc1)Nc1cccc(S(=O)(=O)N2CCCC2)c1	0%	0	-12%	2.9	6%	-13%	-6%
-3%	Cc1noc(C)c1S(=O)(=O)N(C)CC(=O)NCc1ccccc1	-1%	0	0%	-13	6%	-8%	4%
4%	CC(=O)c1ccc(NC(=O)c2cc3ccccc3o2)cc1	-1%	-5	20%	1.5	3%	3%	-5%
-6%	Cc1cccc(N2CCN(C(=O)CCn3c(=S)[nH]c4cc5c(cc4c3=O)OCO5)CC2C)c1 (centres undefined)	-13%	-6	-1%	-1.7	-4%	9%	0%[57.1 µM]
-9%	Cc1cc(NC(=O)/C=C/c2ccccc2Cl)n(-c2nc3ccccc3[nH]2)n1	1%	2	12%	-1.7	4%	-8%	1%
0%	CC(C)Oc1ccccc1/C=N/NC(=O)C1CC1	nt	-3	2%	0.4	-2%	3%	-1%
-9%	Clc1cccc(NCc2nnc(SCc3ccc(Cl)cc3Cl)o2)c1	0%	35	3%	3.0	0%	-15%	-2%
3%	O=C(CCc1ccccc1)N1CCN(c2ccc(F)cc2)CC1	0%	1	-14%	-2.0	1%	1%[57.1 µM]	7%
-7%	COc1ccc(CN2CCC3CC2c2cc(Cl)ccc23)cc1 (centres undefined)	nt	8	9%	-2.5	-10%	-5%	-18%
-13%	Cc1ccccc1-n1c(C)nnc1SCC(=O)NC1CCCc2ccccc21 (centres undefined)	3%	-4	-11%	-3.8	4%	3%	-3%
-11%	O=C(NCC1CCOCC1)c1cc(COc2ccc(F)cc2F)on1	1%	-1	-13%	-3.4	4%	-5%	-5%
1%	COCCCN(C(=O)CCOc1ccc(C(C)(C)C)cc1)c1c(N)n(Cc2ccccc2)c(=O)[nH]c1=O	2%	-4	-10%	-2.4	-14%	-1%	19%
6.7µM*	COc1ccccc1NS(=O)(=O)c1cc(N)ccc1N1CCCC1	1%	?	-13%	-13	1%	-24%	-5%

Quoted at random: 3 entries already listed.
PLK1 PBD block	structure	Mm-Cpn inhibitor	PI5P4K alpha inh	EPAC1 antagonist	CCT chaperon mod	EPAC1 ag	WRN helicase inh	EPAC2 antagonist
3%	O=C(CCc1ccccc1)N1CCN(c2ccc(F)cc2)CC1	0%	1	-14%	-2.0	1%	1%[57.1 µM]	7%
-9%	Clc1cccc(NCc2nnc(SCc3ccc(Cl)cc3Cl)o2)c1	0%	35	3%	3.0	0%	-15%	-2%
-6%	Cc1cccc(N2CCN(C(=O)CCn3c(=S)[nH]c4cc5c(cc4c3=O)OCO5)CC2C)c1 (centres undefined)	-13%	-6	-1%	-1.7	-4%	9%	0%[57.1 µM]

Remaining list, next part.
PLK1 PBD block	structure	Mm-Cpn inhibitor	PI5P4K alpha inh	EPAC1 antagonist	CCT chaperon mod	EPAC1 ag	WRN helicase inh	EPAC2 antagonist
-1%	O=S(=O)(Nc1ccc(S(=O)(=O)Nc2nccs2)cc1)c1ccc2c(c1)OCCO2	0%	nt	7%	0.7	5%	0%	-3%
?	Cc1nc(N2CCOCC2)nc(OC(C)C)c1[N+](=O)[O-]	-1%	1	-11%	-1.4	5%	6%	-11%
-12%	CCOC(=O)CSc1nc2sc3c(c2c(=O)n1-c1ccc(OCC)cc1)CCN(C)C3	-2%	3	8%	-1.5	6%	7%	2%
-3%	Cc1ccc(N2N=C(c3ccc(Br)cc3)CCC2=O)cc1	1%	0	-16%	0.1	18%	-32%[57.1 µM]	-11%
-6%	O=C(CN1C(=O)c2ccccc2S1(=O)=O)NCCSc1ccccc1	-1%	4	10%	1.0	4%	4%	-4%
-4%	COc1ccc(OCC(O)CN2CCNCC2)cc1 (centres undefined)	1%	-3	0%	2.8	9%	-17%	-1%
-6%	CC(C)(C)C(=O)N1CCN(c2nc3ccccc3s2)CC1	1%	0	-25%	0.8	13%	1%	-20%
0%	CC(=O)c1c(C)[nH]c(C(=O)OCC(=O)Nc2ccc([N+](=O)[O-])cc2Cl)c1C	1%	-3	-17%	-1.2	-3%	-13%	19%
-1%	CC[C@H](C)[C@H](NC(N)=O)C(=O)NNC(=O)c1ccc(COc2cccc3cccnc23)cc1	1%	0	22%	-2.6	5%	3%	6%
30µM*	Cc1cc2c(c(SCC(N)=O)n1)C(=O)OC2	0%	-3	-7%	1.0	3%	1%	-3%
-8%	CCOC(=O)c1c(CN2CCN(C)CC2)oc2ccc(OC)cc12	-2%	3	-11%	-2.9	4%	0%	-9%
?	CCC1=NN2C(=N)/C(=C\c3ccc(OCc4cc(=O)n5nc(CC)sc5n4)c(OC)c3)C(=O)N=C2S1	1%	-71*	0%	-1.5	1%	-32%[11.6 µM]	5%
-4%	COc1cc(NC(=O)c2ccc(Cl)cc2)c(Cl)cc1NC(=O)c1cccnc1	-2%	-1	2%	-1.6	4%	-10%	0%
-8%	COC(=O)COc1cccc(NC(=O)c2ccc(C)cc2)c1	-1%	-1	-6%	-2.1	5%	8%	1%[57.1 µM]
-3%	O=C(Cn1c(=S)[nH]c2ccccc2c1=O)N1CCN(c2ccc(F)cc2)CC1	-4%	0	3%	1.8	-3%	-24%	17%
-11%	C/C(=N\N1CCN(Cc2ccc(C)cc2)CC1)c1ccco1	0%	0	-6%	-1.2	6%	?	-2%
-25%	Cc1cc(C)nc(SCc2nnc(SCC(=O)Nc3nc(-c4ccccc4)cs3)n2C)n1	0%	-8	3%	-0.7	0%	-9%	-3%
-3%	CCOC(=O)CSC1=Nc2ccccc2C2=NC(CC(=O)NCc3ccccc3)C(=O)N12 (centres undefined)	-1%	-1	14%	-2.7	-6%	0%	5%
5%	COc1cc(/C=N/O)cc(Br)c1OS(=O)(=O)c1ccc(C)cc1	-1%	10	-16%	-1.6	13%	-9%	-5%
-2%	CCOc1ccc(N2CC(C(=O)Nc3ccc(OC)c(S(=O)(=O)N4CCCCC4)c3)CC2=O)cc1 (centres undefined)	-4%	-2	?	-11	3%	-7%	-12%

Remaining list, next part.
PLK1 PBD block	structure	Mm-Cpn inhibitor	PI5P4K alpha inh	EPAC1 antagonist	CCT chaperon mod	EPAC1 ag	WRN helicase inh	EPAC2 antagonist
-3%	CN1C(=S)SC2CS(=O)(=O)CC21C (centres undefined)	3%	1	3%	-0.5	4%	-1%	-6%
-4%	Cc1ccccc1C(=O)NCC(=O)NNC(=O)CCN1CCN(c2ccccc2)CC1	2%	-8	-5%	2.4	13%	-5%	10%
-5%	O=C1C2C3C=CC(C3)C2C(=O)N1c1ccc2ccccc2n1 (centres undefined)	2%	6	0%	-0.7	0%	3%	0%
-3%	O=c1oc2ccccc2n1Cc1ccccc1F	1%	5	-23%	-0.6	12%	-5%	?
-15%	COc1ccc(/C(N)=N/OC(=O)c2ccc(Br)o2)cc1	-1%	-1	-24%	-1.9	-3%	10%	-11%
?	Cc1ccc(C(OCC(O)CNCc2ccc(F)cc2)c2ccccc2)cc1 (centres undefined)	-13%	6	-6%	1.3	0%	-10%	?
-7%	CCN1C(=O)CC(C(=O)Nc2ccc(F)cc2)SC1=Nc1cccc(OC)c1 (centres undefined)	0%	9	-19%	1.1	1%	-8%	-26%
0%	NC(CO)C12CC3CC(CC(C3)C1)C2 (centres undefined)	3%	-5	8%	1.2	-6%	6%	21%
-3%	Nc1nc(SCC(=O)Nc2ccc(C(F)(F)F)cc2)[nH]c(=O)c1NC(=O)c1ccc(F)c(F)c1	-4%	-8	-2%	0.8	17%	-12%	10%
-11%	COc1ccc(-c2nn(-c3ccccc3)cc2C(=O)n2nnc3ccccc32)cc1	0%	-2	-1%	2.7	-2%	8%	-1%
-1%	COC(CNC(=O)Cn1ncc2ccsc2c1=O)OC	0%	1	0%	-1.1	3%	0%	5%
-7%	CCCCc1cc(=O)oc2cc(C)cc(OCC(=O)NC(Cc3ccc(Cl)cc3)C(=O)O)c12 (centres undefined)	-2%	-6	-14%	-60*	-22%	8%	-16%
-11%	COC(CN(C)C(C(=O)NC1CCCCC1)c1ccccc1)OC (centres undefined)	-3%	0	6%	-3.0	1%	6%	-2%
-16%	COc1cccc(CN2CCNC(=O)C2CC(=O)NCCc2nc(C)c(C)s2)c1OC (centres undefined)	0%	-2	3%	-9.6	0%	2%	1%[57.1 µM]
-3%	CCN(N=O)c1ccc(C=C2C=Cc3ccccc32)cc1	nt	29	7%	0.0	14%	-3%	0%
2%	COc1cccc(/C=N/NC(=O)CCc2c(C)n[nH]c2C)c1O	-2%	1	-3%	0.4	-3%	2%	6%
-1%	CC(=O)c1ccc(-c2nnc(CCC(=O)N(C)Cc3c(C)nc4ccccn34)o2)s1	-1%	6	-16%	1.7	-8%	-9%[57.1 µM]	6%
0%	COc1ccc(Br)c(C(=O)OCC(=O)NC(=O)NC2CCCC2)c1	-1%	-2	-19%	-0.7	-5%	-5%	-3%
0%	CCN(CC)c1ccc(N=Nc2nn(C)c(C)c2[N+](=O)[O-])cc1	-2%	-10	-15%	0.9	-37%[inhibitor]	-8%	-8%
-16%	COc1ccc(CNC(=S)Nc2ccc3nc(N4CCOCC4)cc(C)c3c2)cc1	1%	2	0%	0.6	6%	8%	2%
-4%	CC(=O)OCC(OC(C)=O)C(OC(C)=O)C(OC(C)=O)C(=O)Nc1ccccc1 (centres undefined)	-1%	1	-27%	3.5	1%	-6%	?
-1%	CCN1CCN(S(=O)(=O)c2ccc(S(=O)(=O)NCC3CCCO3)cc2)CC1 (centres undefined)	2%	nt	7%	-4.1	6%	-6%	4%

From PubChem
